# Assay outcomes as filed in PubChem BioAssay.
# CAL PDZ FP-1: CAL PDZ (human) peptide binding inhibition; Q9HD26; purified CAL PDZ, TMR-peptide fluorescence polarization, 1 h; inhibition, % at 24.9 µM; 300,000 tested, 0.92% active; AID 602252;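 active = mean inhibition of at least 30% with at least half of replicates also reaching 30%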;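 note: 0% = DMSO neutral control and 100% = excess unlabeled competitor peptide PRC23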
# dFosB activator: mouse delta FosB homodimer activation. activation, % at 25 µM. 340,000 tested, 0.99% active. AID 493131. P13346. purified delta FosB, TAMRA-CDK5 oligo fluorescence polarization; percent of positive-control signal above neutral wells;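 active = mean activation above about 17%, with every replicate also reaching it, limit read from the data, passing the limit was not always enough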;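 note: fluorescence polarization rise as delta FosB binds a TAMRA Cdk5 AP-1 oligo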
# Target sequence (P13346 whole entry, looked up): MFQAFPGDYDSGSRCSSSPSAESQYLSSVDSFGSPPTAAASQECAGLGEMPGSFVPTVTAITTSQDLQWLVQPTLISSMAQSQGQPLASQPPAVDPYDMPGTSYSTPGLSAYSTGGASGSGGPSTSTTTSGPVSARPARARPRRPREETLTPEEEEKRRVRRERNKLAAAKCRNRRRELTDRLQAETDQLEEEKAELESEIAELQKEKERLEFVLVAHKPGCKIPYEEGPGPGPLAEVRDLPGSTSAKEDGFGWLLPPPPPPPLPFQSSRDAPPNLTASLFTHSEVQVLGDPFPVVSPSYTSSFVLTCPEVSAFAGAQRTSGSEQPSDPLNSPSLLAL
# Rtt109 Vps75: blocks Candida albicans Rtt109/Vps75 acetyltransferase activity | Q5AAJ8 | purified Rtt109/Vps75, ThioGlo CoA-SH fluorescence, 4 h | inhibition, % at 34.9 µM | 330,000 tested, 0.16% active | AID 540336;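 active = inhibition of at least 50% in every replicate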
# CDK5 inh: inhibitors of human CDK5/p35 kinase; Q00535+Q15078; Recombinant CDK5/p35, ADP-Glo luminescence, 60 min; inhibition, % at 10 µM; 330,000 tested, 0.01% active;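 active = highest replicate inhibition of at least 50% and at least 75% of replicates reaching 50%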;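 note: plate controls were DMSO neutral control for no effect and GW8510 at 10 µM for full effect; many of its hits are not listed in these tables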
# Target sequence (Q00535 whole entry, looked up): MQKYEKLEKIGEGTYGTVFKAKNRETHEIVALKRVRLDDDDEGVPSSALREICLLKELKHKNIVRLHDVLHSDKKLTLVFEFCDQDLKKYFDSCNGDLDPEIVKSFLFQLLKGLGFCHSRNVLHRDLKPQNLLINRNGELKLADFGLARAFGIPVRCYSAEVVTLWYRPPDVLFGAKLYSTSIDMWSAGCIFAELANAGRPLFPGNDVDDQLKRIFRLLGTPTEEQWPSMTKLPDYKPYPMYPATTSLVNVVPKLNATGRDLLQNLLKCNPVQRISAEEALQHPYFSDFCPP
# Target sequence (Q15078 whole entry, looked up): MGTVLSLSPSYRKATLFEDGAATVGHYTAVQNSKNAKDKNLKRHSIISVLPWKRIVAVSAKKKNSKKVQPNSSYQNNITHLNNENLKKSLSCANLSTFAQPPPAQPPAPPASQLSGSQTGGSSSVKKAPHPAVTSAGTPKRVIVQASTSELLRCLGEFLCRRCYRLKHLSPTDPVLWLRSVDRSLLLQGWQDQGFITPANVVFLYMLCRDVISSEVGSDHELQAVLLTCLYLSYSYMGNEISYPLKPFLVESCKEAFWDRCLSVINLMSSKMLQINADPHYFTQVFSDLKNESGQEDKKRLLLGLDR
# Tat transport: E. coli Tat transport inhibition | E. coli MC4100 TorA-mCherry Tat export, fluorescence | inhibition, % at 10 µM | 340,000 tested, 0.036% active | AID 488895;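 active = mean replicate inhibition at least 50% and at least half of replicates individually reaching 50%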;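 note: exported cargo escapes ClpAP degradation while cytoplasmic cargo is degraded and loses fluorescence; 0% = median of neutral control wells and 100% = median of NaSCN control wells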
# Wnt act: activators of Wnt/beta-catenin signaling. Wnt/beta-catenin reporter cell assay, activator, plate reader. activation, % at 9.35 µM. 300,000 tested, 1.2% active; in the data active = activation above about 30%, passing the limit was not always enough;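 note: 0% = neutral control wells and 100% = positive control wells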
# MITF TRPM1 HTS: activators of MITF-driven TRPM1 promoter activity in SK-MEL-5 cells; SK-MEL-5 TRPM1-promoter luciferase, 24 h; % of positive control, neutral wells = 0; activation, % at 12.5 µM; 300,000 tested, 0.75% active;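 active = mean activation of at least 80% with every replicate also reaching 80%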;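 note: 0% = neutral control wells and 100% = parthenolide positive control wells; values of inactives mirror those of a sister screen read the other way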
# V-ATPase pH: yeast V-ATPase proton transport regulation by pHLuorin; response, % at 10 µM; AID 504577; 350,000 tested, 0.37% active; S. cerevisiae, pHLuorin cytosolic pH fluorescence; in the data active = response mostly above about 7.3%, no sharp cut-off; inactive = mostly below about 5.4%; note: actives read high; inactives centre near 0; some compounds called inactive have numbers as strong as hits
# RTF Ca sens act: cardiac RTF calcium sensitization; P19429+P45379; IANBD-labeled TnC RTF fluorescence at EC20 calcium; 0% EC20 calcium, 100% full calcium; activation, % at 7.2 µM; 340,000 tested, 0.24% active;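 active = activation above the mean over all tested compounds plus 3 SD, cut at about 30% in these data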;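 note: rise in fluorescence read as greater calcium sensitivity of cardiac thin filaments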
# CAL PDZ FP-2: inhibitors of human CAL PDZ peptide binding; purified CAL PDZ, TMR-peptide fluorescence polarization, 1 h; AID 504414; 330,000 tested, 0.02% active; inhibition, % at 20 µM;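 active = highest replicate inhibition of at least 40%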;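 note: plate controls were DMSO neutral control wells for no effect and unlabeled competitor peptide control wells for full effect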
#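 Read-out basis: mP drop reported as inhibition | Assay system: Tagged CAL PDZ protein CerCALP, purified | Benchmarks: Unlabelled peptide for full inhibition, DMSO wells as neutral | Schedule: 1 h incubation at room temperature before polarization reading | Buffer or medium: Sodium phosphate/NaCl buffer pH 7.4 with TCEP, IgG, Thesit | Doses: Single point, 20 µM | Measured by: Fluorescence polarization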
# An asterisk follows results filed as active; . = no result given.
SMILES,CAL PDZ FP-1,dFosB activator,Rtt109 Vps75,CDK5 inh,Tat transport,Wnt act,MITF TRPM1 HTS,V-ATPase pH,RTF Ca sens act,CAL PDZ FP-2
Cc1ccc(/C=C2\SC(=S)N(C3CCS(=O)(=O)C3)C2=O)o1 (stereo unspecified),5,0,-5,-3.9,-5,0,-10,1,-1,0.2
CCNC(=O)NC(=O)COC(=O)CNC(=O)COc1ccccc1,-2,1,-18,0.2,-7,0,-4,1,7,-0.4
CCC1(C(=O)OC)NC(c2cccc(F)c2)C2C(=O)N(C)C(=O)C21 (stereo unspecified),-2,-1,5,0.6,-2,-2,.,-7,-1,-0.4
COc1cccc(NC(=S)NN2C(C)CCCC2C)c1 (stereo unspecified),-1,-2,2,1.0,-7,3,-7,-3,-2,-2.2
COc1ccc(N(C(C)C(=O)NN=C2CCCC2)S(C)(=O)=O)cc1 (stereo unspecified),-4,3,.,-2.8,5,1,3,-2,-8,-1.9
CC(C)CNC(=O)COC(=O)/C=C/c1ccccc1[N+](=O)[O-],-7,-6,-8,0.3,-10,-3,.,-2,0,-4.4
NC(=O)c1cnn2c(-c3cccc(C(F)(F)F)c3)ccnc12,.,-7,-21,-0.1,-3,-1,.,2,.,-1.3
Cc1ccc(C(CNS(=O)(=O)c2ccc(F)cc2C)N2CCN(C)CC2)cc1 (stereo unspecified),.,0,-3,-0.3,0,-4,16,11,-9,-0.2
O=C(Nc1cccc(NC(=O)c2cccs2)c1)c1ccc(F)cc1,-9,-7,-3,1.2,3,1,7,0,4,.
COC(=O)[C@H](CC(C)C)NC(=O)N1CCCCC1C (stereo partly specified),-5,5,-5,-1.3,-4,40*,3,-3,-2,-1.6
COc1ccc(N=Cc2cccc(C)c2O)cc1Cl,0,-2,-6,-0.5,-6,2,-9,-1,0,-0.5
COC(=O)c1cc(C(=O)Nc2ccc(S(=O)(=O)NC(C)(C)C)cc2)cc([N+](=O)[O-])c1,.,-22,13,-1.2,0,-4,-11,-2,-1,-1.6
CC(C)(O)C1=NOC(c2ccccc2)C1 (stereo unspecified),.,-2,-10,-0.1,-1,13,6,-2,1,-0.6
Nc1nonc1-n1nnc(C(=O)N/N=C/c2ccccn2)c1-c1ccccc1,4,-9,-9,-0.7,-9,1,0,-3,2,-1.5
Cc1cc(Cl)ccc1OCC(=O)NNC(=O)c1ccc(=O)[nH]c1,-2,4,-2,-2.2,-4,-2,2,-1,5,0.0
Cn1cnc([N+](=O)[O-])c1Sc1ncn[nH]1,-3,-5,5,1.7,0,-1,14,0,-2,1.6
COc1ccc(C)cc1S(=O)(=O)N1CCN(C/C=C/c2ccccc2)CC1,-1,-11,-8,0.2,5,1,-6,-4,3,-1.5
COc1ccc(C(=O)Oc2ccc(F)cc2C(=O)/C=C/c2ccc(OC)c(OC)c2)cc1,-1,-3,-5,0.8,-2,.,-6,-2,-1,-2.4
COCCNC(=S)N1CCN(C/C=C/c2ccccc2)CC1,-1,-11,-2,-2.2,14,-1,-1,-4,5,-0.5
O=C(Nc1ccc(C(F)(F)F)cc1)c1csc(-c2ccncc2)n1,1,-20,2,18,-9,-6,-6,0,-2,-2.3
CCOC(=O)c1cc(NC(=O)CSCCO)ccc1Cl,-1,0,-1,2.1,-2,-7,-2,2,4,-1.0
COC(=O)c1cc(S(=O)(=O)N(C)Cc2ccco2)c[nH]1,-3,5,12,1.2,-1,4,7,1,0,-0.6
O=[N+]([O-])c1cccnc1N1CCN(Cc2ccc3c(c2)OCO3)CC1,0,-4,9,-1.5,1,1,10,0,3,-0.5
CCCC(C)NC(=O)CSc1nc(-c2ccccc2)cn1N (stereo unspecified),3,-7,-8,-0.8,7,0,-4,-2,-3,0.1
Cc1cc(C)nc(Nc2nc(-c3ccccc3)cs2)n1,-4,3,-18,2.1,7,8,3,0,-2,2.4
# Additional entries
SMILES,CAL PDZ FP-1,dFosB activator,Rtt109 Vps75,CDK5 inh,Tat transport,Wnt act,MITF TRPM1 HTS,V-ATPase pH,RTF Ca sens act,CAL PDZ FP-2
CCOc1ccc(S(=O)(=O)N2CCN(c3ccccc3F)CC2)c2cccnc12,-3,-7,15,-0.2,8,.,-19,1,4,-0.4
CC(C)(C)OC(=O)C[C@H]1C/C=C\C[C@H](CC(=O)NCCO)C(=O)NC[C@H](c2ccccc2)OC1=O,-2,-9,1,0.4,-1,3,2,-3,5,0.0
Cc1ccc(NC(=O)COC(=O)C2CC2(Cl)Cl)cc1C (stereo unspecified),.,3,-2,-1.0,15,0,9,4,-4,-1.2
O=C(/C=C/c1ccc2c(c1)OCCO2)N1CCN(c2ccc(F)cc2)CC1,-2,-8,-1,0.4,1,1,-4,-5,-6,0.6
CCCCOc1ccc(Nc2cc(Cl)ccc2C(=O)O)cn1,3,-2,5,0.7,7,-2,6,3,-4,0.8
O/N=C/c1ccc(-c2cc(Cl)ccc2Cl)o1,-3,6,-9,-2.8,1,-2,17,1,5,-2.2
O=C(c1cccc(S(=O)(=O)N2CCN(c3ccc(F)cc3)CC2)c1)N1CCCC1,2,-10,8,-1.2,-11,-2,-7,-3,-8,0.4
CN1C(=O)CSC1=NCC12CC3CC(CC(C3)C1)C2,1,-1,13,-2.3,3,-2,9,3,4,-1.8
COc1ccc(/C=N\NC(=O)c2ccc(-c3ccccc3)cc2)cc1COC(C)=O,-2,34*,-5,-1.8,2,-1,2,-4,-1,-0.4
COc1cc2c(cc1OC)CN(c1ccc(C(F)(F)F)cn1)CC2,-4,-2,-4,-0.9,5,4,37,-1,-4,-2.2
O=C(C1CCN(S(=O)(=O)c2ccc(Br)cc2)CC1)N1CCOCC1,-1,-9,-5,-0.4,-1,2,4,1,-4,-1.4
CS(=O)(=O)N(Cc1nc(-c2ccc(F)cc2)no1)c1ccccc1Cl,-2,4,-5,-1.2,2,-4,-1,-5,9,-0.8
CC(C)(CC(=O)O)CC(=O)N1CCN(c2nc3ccc(Cl)cc3s2)CC1,-4,-4,11,0.7,-3,.,10,0,2,.
COc1ccc(Cl)cc1NC(=O)CCN1CCN(Cc2ccccc2)CC1,-1,-5,1,-5.8,0,-2,.,-6,1,-1.1
COCCSc1ccccc1C(=O)Nc1ccc(S(=O)(=O)N2CCOCC2)cc1,-1,-11,6,3.1,3,-1,.,-6,3,-0.7
O=C(COc1ccc([N+](=O)[O-])cc1)NNC(=O)Nc1cccc(F)c1,-2,1,-3,-0.6,9,-1,2,3,-1,-1.0
CC(NC(=O)c1ccccc1)c1nnc(SCc2nc3ccccc3c(=O)[nH]2)n1C (stereo unspecified),-4,0,4,-0.3,-30,-1,4,1,-2,-0.5
Cc1ccc(C(=O)NCCc2ccc(S(=O)(=O)N3CCCC3)cc2)cc1,44*,-1,4,-1.1,3,.,1,2,0,-0.3
CC1Sc2ccc(S(=O)(=O)CCC(=O)Nc3ccccc3Cl)cc2NC1=O (stereo unspecified),-3,-12,2,2.9,2,-1,-3,3,7,-2.1
CCOC(=O)c1oc2ccc(CNCCO)c(Cl)c2c1C,-1,-10,10,-0.2,-7,6,31,16,-2,.
S=c1cnc2ccccc2[nH]1,2,-11,1,1.6,-12,3,-19,-4,-4,-0.9
C=C(C)C1CC=C(C)/C(=N/NC(=O)c2ccc(NC(=O)CC)cc2)C1 (stereo unspecified),.,1,6,0.3,-3,-3,-18,-6,1,-2.4
O=C(Nc1nnc(CC2=CCCCC2)s1)c1cccs1,-1,-5,-3,0.6,1,15,36,-2,2,-2.3
Cc1ccc(C2N(C)C(=O)c3ccccc3N2C)cc1 (stereo unspecified),-1,-5,1,1.2,-8,1,.,0,12,-0.9
CN(C(=O)CSc1nnc(-c2ccccc2)n1C)C1CCS(=O)(=O)C1 (stereo unspecified),1,3,-1,-0.7,-5,-1,11,-2,-2,0.0
# Next section
SMILES,CAL PDZ FP-1,dFosB activator,Rtt109 Vps75,CDK5 inh,Tat transport,Wnt act,MITF TRPM1 HTS,V-ATPase pH,RTF Ca sens act,CAL PDZ FP-2
CCN1CCN(CC(=O)Nc2ccc(S(=O)(=O)N3C(C)CCCC3C)cc2)CC1 (stereo unspecified),-2,-3,3,-1.5,-7,-3,.,1,-4,-2.3
CCOC(=O)CCCNC(=O)COC(=O)CCC(=O)c1ccc(F)cc1,-12,2,13,0.7,2,.,6,1,0,.
Cc1ccc(NC(=O)CSc2nc(O)c(Cc3ccccc3)c(=O)n2-c2ccccc2)cc1,1,6,15,1.2,0,-1,5,1,1,-0.9
CCOC(=O)CSc1ncnc2c1nnn2-c1ccc(F)cc1,3,-2,-2,1.8,-6,0,-5,-3,-5,-0.7
CCN1/C(=C2/OC(=S)N(C)C2=O)Sc2ccccc21,-1,1,9,-0.5,4,.,9,-2,13,-0.8
Cc1ccc(S(=O)(=O)N[C@@H](CO)C(=O)N[C@@H](Cc2ccc(O)cc2)C(=O)O)cc1,-3,5,0,-1.7,-3,1,-4,-3,-4,3.3
O=C(CSc1nnc(COc2ccccc2)o1)N1CCCCC1,-1,-3,6,0.0,1,0,2,2,-6,-2.6
C=CCOc1c(Br)cc(/C=N/O)cc1OCC,-3,-5,-4,1.3,4,.,-13,0,1,0.1
Nc1nc(-c2cccnc2)nn1C(=O)c1ccc(F)cc1,2,3,1,-1.6,3,-1,2,0,3,-11
CC(=O)NNC(=O)C(O)(c1ccccc1)c1ccccc1,-1,4,1,-1.2,1,.,.,0,-4,-1.7
COc1ccc(-c2onc(C)c2C)cc1S(=O)(=O)NCCc1ccco1,-7,-17,-3,0.4,0,-1,13,0,-2,-2.3
CC(NCC1COc2ccccc2O1)C(=O)NCc1ccccc1 (stereo unspecified),-2,-1,6,-7.6,-8,0,-1,-1,-2,-1.8
CC(=O)N1CCCc2cc(S(=O)(=O)N3CCCC(C(=O)NCc4ccc(C)cc4)C3)ccc21 (stereo unspecified),-3,-3,1,-0.9,-8,-4,-2,5,3,-0.8
O=[N+]([O-])c1cccc(C(=Nc2ccc(Cl)cc2)NO)c1,-3,-5,-4,-1.4,3,2,.,1,6,-0.1
CCc1cccc(C)c1NC(=O)CCCN1C(=O)CN(C)C1=O,-3,2,-21,0.1,0,-2,7,-1,3,0.5
COc1ccc(N=Cc2c(O)n(-c3cccc(C)n3)c(=O)c3ccccc23)c(OC)c1,2,-25,7,0.4,-2,-13,.,-5,5,0.2
CCOC(=O)c1cc(-c2ccccc2)n(CC2CC(c3ccc(OC)cc3)=NO2)n1 (stereo unspecified),-4,-1,4,1.0,13,0,6,0,1,-1.2
O=S(=O)(NCc1cc(-c2ccccc2)no1)c1ccc(Cl)cc1,-3,2,6,-0.7,-2,0,-3,-1,-5,-1.8

# As a working copy, three of the compounds above:
SMILES,CAL PDZ FP-1,dFosB activator,Rtt109 Vps75,CDK5 inh,Tat transport,Wnt act,MITF TRPM1 HTS,V-ATPase pH,RTF Ca sens act,CAL PDZ FP-2
COc1ccc(N=Cc2c(O)n(-c3cccc(C)n3)c(=O)c3ccccc23)c(OC)c1,2,-25,7,0.4,-2,-13,.,-5,5,0.2
CCOC(=O)c1cc(-c2ccccc2)n(CC2CC(c3ccc(OC)cc3)=NO2)n1 (stereo unspecified),-4,-1,4,1.0,13,0,6,0,1,-1.2
O=S(=O)(NCc1cc(-c2ccccc2)no1)c1ccc(Cl)cc1,-3,2,6,-0.7,-2,0,-3,-1,-5,-1.8
